BL2 CD40 inh = CD40 pathway inhibition in BL2 cells. inhibition, % at 10 µM. hit rate 0.94% among 83,000. BL2 NF-kB luciferase reporter, CD40L-induced, 4 h;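 active = mean inhibition of at least 50% with a set share of replicates also reaching that level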;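 note: 0% = neutral control wells and 100% = IKK inhibitor VII at 50 µM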
Active calls of the source: *; [ ] = dose if it differs, or a comment. Only part of the results is shown; the hit share may differ from the screen's.

SMILES | BL2 CD40 inh
C[C@H](CO)N1C[C@H](C)[C@H](CN(C)S(=O)(=O)c2cn(C)cn2)Oc2c(NC(=O)Nc3ccc(C(F)(F)F)cc3)cccc2C1=O | 6[25 µM]
Cc1ccc2c(CN3C(=O)NC4(CCCCC4)C3=O)cc(=O)oc2c1C | -31
O=C(Nc1ccccn1)c1ccc(S(=O)(=O)N2CCCC2)cc1 | -57
c1ccc(OCc2nc(-c3ccncc3)no2)cc1 | -49
Cc1cc(C)nc(NS(=O)(=O)c2ccccc2)n1 | 3
CSCCC(NC(N)=O)C(=O)Nc1cccc(C#N)c1 (stereo not drawn) | 11
CC(C)(C)NC(=O)NC(=O)COC(=O)CNS(=O)(=O)/C=C/c1ccccc1 | 5
CCc1nc(C)c(C#N)c2cc(OC)c(OC)cc12 | 5
Cc1cc(NC(=O)COC(=O)c2ccc(C)c(C)c2)no1 | -7
COc1ccc2c3c(n(C)c2c1)[C@H](CO)N(Cc1cccc(F)c1)CC31CCN(C(=O)Cc2ccccc2)CC1 | 42[25 µM]
C[C@H]1CN([C@@H](C)CO)C(=O)c2ccccc2-c2ccccc2CO[C@@H]1CN(C)C(=O)CCN(C)C | -7
Cc1ccc(S(=O)(=O)N2CCOCC2)cc1C(=O)OCC(=O)N1CCCCC1 | 7
CCN(CC(=O)Nc1cccc(F)c1)CC(=O)Nc1ccc2c(c1)OCCO2 | 9
C/C=C/c1ccccc1[C@@H]1[C@@H](CO)N(c2ncc(CC)s2)[C@H]1C#N | -9[25 µM]
CCOc1ccccc1NC(=O)c1oc2ccccc2c1NC(=O)C1CCCO1 (stereo not drawn) | 1
O=C1C2C3C=CC(C2C(=O)N1c1cccc(O)c1)C1C2C(=O)N(c4cccc(O)c4)C(=O)C2C31 (stereo not drawn) | 5
Cc1nn(-c2nc3ccccc3[nH]2)c(N)c1-c1ccc(Cl)cc1 | -106
CC(=O)Nc1ccc(/C(C)=N\NC(=O)c2ccc(-c3ccccc3)cc2)cc1 | -4
COc1cc([N+](=O)[O-])ccc1NC(=S)NC(=O)CC(C)(C)C | 11
O=C(CN1CCOCC1)Nc1ccc(Oc2ccccc2)cc1 | -11
CC(C)CC#Cc1ccc([C@H]2[C@H]3CN(C(=O)Nc4cc(F)ccc4F)CC(=O)N3[C@H]2CO)cc1 | 7[25 µM]
CCC1(CC)NC(=O)N(CC(=O)OCC(=O)Nc2ccccc2OC(F)F)C1=O | 1
O=C1CCCc2cnnn2COC[C@@H](c2ccccc2)N1 | 1[25 µM]
CC(c1ccon1)N(C)C(=O)CCc1nnc(CCCCc2ccccc2)o1 (stereo not drawn) | -21
COc1cc(S(=O)(=O)N2CCN(Cc3ccc4c(c3)OCO4)CC2)ccc1NC(C)=O | -3
O=C(c1ccc(Cl)c(S(=O)(=O)N2CCOCC2)c1)N1CCc2ccccc2C1 | 7
COc1ccc2c3c(n(C)c2c1)[C@@H](CO)N(C(=O)C1CCOCC1)CC31CCN(C(=O)c2ccncc2)CC1 | 6[25 µM]
Cc1nnsc1-c1c(C(=O)N2CCOCC2)c(C)nn1-c1ccccc1 | 5
Nc1nonc1-c1nc2ccccc2n1CC(=O)Nc1ccccc1 | 11
CCc1nnc(NC(=O)CCC(=O)N2CCN(CCc3ccccc3)CC2)s1 | 1
N#CCCNC(=O)CCN1CCOCC1 | 3
O=C(CSc1nnc(-c2c[nH]c3ccccc23)n1C1CC1)NC1CCS(=O)(=O)C1 (stereo not drawn) | 1
Cc1ccccc1NS(=O)(=O)c1ccc(NC(=O)c2nc3ncccn3n2)cc1 | 11
Cn1nccc1C(=O)OCC(=O)Nc1ccccc1 | -10
CC(=O)N1CC[C@@H]2[C@H](CO)Nc3ccc(-c4ccccc4)cc3[C@@H]21 | -36[25 µM]
O=C(NC1CCCc2ccccc21)c1ccc(S(=O)(=O)N2CCOCC2)cc1 (stereo not drawn) | 5
CCCC(=O)Nc1ccc2c(c1)OC[C@@H](C)N(CC1CCOCC1)C[C@@H](C)[C@@H](OC)CN(C)C2=O | -8[25 µM]
Cc1ccc(S(=O)(=O)N(C)C[C@@H]2OCCCC[C@@H](C)Oc3ccc(NS(=O)(=O)c4ccc(F)cc4)cc3C(=O)N([C@@H](C)CO)C[C@H]2C)cc1 | 27
Nc1nc(-c2cc(-c3ccccc3)no2)cs1 | -52
CC(C)Cn1c(-c2csc3c2CCCC3)n[nH]c1=S | 4
COc1ccc(-c2ccc3c(c2)[C@@H]2[C@@H](CCN2C(=O)c2ccncc2)[C@H](CO)N3C)cc1 | -2[25 µM]
CCOC(=O)CN1C(=O)SC(CC(=O)Nc2nccs2)C1=O (stereo not drawn) | 9
OC(c1cccc(Cl)c1)c1nc(-c2ccoc2)cs1 (stereo not drawn) | 21
O=C(NCC(F)(F)F)[C@@H]1[C@@H](CO)[C@@H]2Cn3c(cccc3=O)[C@H]1N2CC1CCCC1 | 1
N#Cc1ccc(/C=N/NC(=O)CCc2ccc(S(=O)(=O)N3CCOCC3)cc2)cc1 | 9
CN(CCOc1ccccc1)C(=O)C1CCC(=O)N(CCN2CCOCC2)C1 (stereo not drawn) | 9
O=C(C1CCOCC1)N1C[C@@H]2[C@H](c3ccccc31)[C@@H](CO)N2C(=O)Nc1cccc(F)c1 | 3
COC(=O)Nc1nc(C)c(C(=O)N(C)C)s1 | 7
C/C=C/c1ccc([C@H]2[C@H](CO)N[C@H]2CN(C(=O)C2CCC2)C(C)C)cc1 | 12[25 µM]
O=S1(=O)N=C(N(Cc2cccs2)c2ccc(O)cc2)c2ccccc21 | 5
COC(C(=O)Nc1ccc(Br)cc1F)c1ccccc1 (stereo not drawn) | -27
Cc1ccc(Cl)cc1NC(=O)CCS(=O)(=O)c1ccc2c(c1)n(C)c(=O)c(=O)n2C | 4
Cc1cc(C(F)(F)F)n(-c2nc(C(=O)Nc3cccnc3)cs2)n1 | -1
COC(=O)c1sccc1NC(=O)Nc1ccc(F)cc1 | -66
C[C@H](NC(=O)C[C@H]1C=C[C@H](NS(=O)(=O)c2cccc(F)c2)[C@@H](CO)O1)c1ccccc1 | -6[25 µM]
Cc1cc(C)c(C(=O)/C=C/c2ccco2)c(=O)[nH]1 | 13
CC#CCCCC(=O)Nc1ccccc1C(=O)O | -37
Cc1ccc2c(c1)N(C(C)C(=O)NCc1cccs1)C(=O)CO2 (stereo not drawn) | 20
Cc1cc(C(=O)COC(=O)COc2ccc(C#N)cc2)c(C)n1C1CC1 | 12
Cc1cc(C)n2cc(CSCc3ccccc3)nc2n1 | -6
(further entries)
SMILES | BL2 CD40 inh
COc1ccc(-c2noc(CCCc3ccccc3)n2)cc1OC | 3
C[C@H]1CN([C@@H](C)CO)C(=O)c2cc(-c3cccc(C#N)c3)cnc2O[C@H]1CN(C)C(=O)C1CCOCC1 | -15[25 µM]
O=C(COC(=O)C1CCN(C(=O)c2ccc(Cl)cc2)CC1)c1ccco1 | 14
O=C(CN1CCN(C(C(=O)Nc2ccc(Cl)cc2C(F)(F)F)c2ccccc2)CC1)NC1CC1 (stereo not drawn) | 5
Cc1ccsc1C(=O)C1CCCN(Cc2cn(C)nc2-c2ccccc2)C1 (stereo not drawn) | -3
COCC(=O)Nc1ccc2c(c1)OC[C@@H](C)N(C)C[C@@H](C)[C@H](OC)CN(C)C2=O | -3[25 µM]
Cc1cc(C(=O)COC(=O)C2=COCCO2)c(C)n1-c1cccc(F)c1 | 25
CS/C(=N\S(=O)(=O)c1cccs1)Nc1ccc(N2CCOCC2)cc1 | -2
O=C(NCCN1CCOCC1)c1ccc(NS(=O)(=O)c2ccccc2)cc1 | 13
CCCOc1nccc2c1n(C)c(=O)n2C | -2
CCC(=O)NCCNc1nc2cc(C)cc(C)c2cc1C#N | 12
CC(=O)N1C2CN(CC(F)(F)F)CC1C2c1ccc(Br)cc1 (stereo not drawn) | 8
COc1cc2ncnc(NCc3ccc4c(c3)OCO4)c2cc1OC | 21
O=C(Nc1cc(C(F)(F)F)ccc1N1CCCC1)C1CC(=O)N(Cc2ccccc2)C1 (stereo not drawn) | 8
CCOC(=O)c1c(C)n(OCc2ccccc2)c2ccc3nonc3c12 | 16
CCCc1cc(=O)n2[nH]c(C(F)(F)F)nc2n1 | 5
CN1c2ccc(-c3ccc(F)cc3)cc2[C@H]2[C@H](CCN2S(=O)(=O)c2cccc(F)c2)[C@H]1CO | 13[25 µM]
N#Cc1c(NC(=O)c2ccco2)sc2c1CCC2 | -75
CN1CCN(/C=N/c2sc3c(c2C#N)CCCCC3)CC1 | -93
O=C(NC1CCCCC1)N1CC2(C1)[C@@H](c1ccccc1)[C@@H](CO)N2CC1CCCC1 | 12[25 µM]

19 successive compounds out of the list so far, quoted:
SMILES | BL2 CD40 inh
Cc1ccc(Cl)cc1NC(=O)CCS(=O)(=O)c1ccc2c(c1)n(C)c(=O)c(=O)n2C | 4
Cc1cc(C(F)(F)F)n(-c2nc(C(=O)Nc3cccnc3)cs2)n1 | -1
COC(=O)c1sccc1NC(=O)Nc1ccc(F)cc1 | -66
C[C@H](NC(=O)C[C@H]1C=C[C@H](NS(=O)(=O)c2cccc(F)c2)[C@@H](CO)O1)c1ccccc1 | -6[25 µM]
Cc1cc(C)c(C(=O)/C=C/c2ccco2)c(=O)[nH]1 | 13
CC#CCCCC(=O)Nc1ccccc1C(=O)O | -37
Cc1ccc2c(c1)N(C(C)C(=O)NCc1cccs1)C(=O)CO2 (stereo not drawn) | 20
Cc1cc(C(=O)COC(=O)COc2ccc(C#N)cc2)c(C)n1C1CC1 | 12
Cc1cc(C)n2cc(CSCc3ccccc3)nc2n1 | -6
COc1ccc(-c2noc(CCCc3ccccc3)n2)cc1OC | 3
C[C@H]1CN([C@@H](C)CO)C(=O)c2cc(-c3cccc(C#N)c3)cnc2O[C@H]1CN(C)C(=O)C1CCOCC1 | -15[25 µM]
O=C(COC(=O)C1CCN(C(=O)c2ccc(Cl)cc2)CC1)c1ccco1 | 14
O=C(CN1CCN(C(C(=O)Nc2ccc(Cl)cc2C(F)(F)F)c2ccccc2)CC1)NC1CC1 (stereo not drawn) | 5
Cc1ccsc1C(=O)C1CCCN(Cc2cn(C)nc2-c2ccccc2)C1 (stereo not drawn) | -3
COCC(=O)Nc1ccc2c(c1)OC[C@@H](C)N(C)C[C@@H](C)[C@H](OC)CN(C)C2=O | -3[25 µM]
Cc1cc(C(=O)COC(=O)C2=COCCO2)c(C)n1-c1cccc(F)c1 | 25
CS/C(=N\S(=O)(=O)c1cccs1)Nc1ccc(N2CCOCC2)cc1 | -2
O=C(NCCN1CCOCC1)c1ccc(NS(=O)(=O)c2ccccc2)cc1 | 13
CCCOc1nccc2c1n(C)c(=O)n2C | -2

Next compounds follow.
SMILES | BL2 CD40 inh
CN(C)C(=O)c1nc2ccc(Cl)cn2c1CN1CCCC(OCc2cccnc2)C1 (stereo not drawn) | 0
CCc1cccc(OCC(=O)Nc2c[nH]c(=O)[nH]c2=O)c1 | 11
O=C(COC(=O)c1ccc2ccccc2c1)Nc1ncc(C(F)(F)F)cc1Cl | 10
Cc1ccc(-c2n[nH]c(=S)c3ccccc23)cc1 | -1
CCCc1nc(NCCO)c(C#N)c2c1CCCC2 | 4
N#C[C@@H]1[C@H](c2ccccc2C2=CCCCC2)[C@@H](CO)N1C(=O)CN1CCOCC1 | -9[25 µM]
Cc1cc(C(=O)Nc2ccc3nc(C)sc3c2)c2ccccc2n1 | -2
N#C[C@H]1[C@@H](c2ccc(C#Cc3ccccc3F)cc2)[C@H](CO)N1C(=O)C1CCCC1 | 4
C[C@H]1CN([C@@H](C)CO)C(=O)c2cc(NS(=O)(=O)c3cn(C)cn3)ccc2O[C@@H]1CN(C)S(=O)(=O)c1ccc(F)cc1 | -2[25 µM]
COc1ccccc1S(=O)(=O)N1CC[C@H]2[C@@H](CO)N(C)c3ccc(C#Cc4ccccc4)cc3[C@H]21 | 3[25 µM]
CCc1ccc(N2CC(C(=O)OCC(=O)c3c(N)n(CC(C)C)c(=O)n(C)c3=O)CC2=O)cc1 (stereo not drawn) | 0
COc1ccccc1-c1noc(CCCC(=O)N2CCOCC2)n1 | 6
C[C@@H]1CN([C@H](C)CO)C(=O)c2ccccc2-c2ccccc2CO[C@H]1CN(C)C(=O)Nc1cccc(C(F)(F)F)c1 | 19[25 µM]
CC(=O)Nn1cc2c(=O)n(C)c(=O)n(C)c2c1 | 1
COc1cccc(NC(=O)N2C[C@@H](O)COC[C@@H]3O[C@@H](CC(=O)N(C)C)CC[C@H]32)c1 | -5[25 µM]
CCn1c2ccccc2c2cc(NC(=O)COC(=O)c3ccc(O)cc3)ccc21 | 13
C[C@@H]1CN([C@@H](C)CO)C(=O)c2c(c3ccccc3n2C)-c2ccccc2CO[C@H]1CN(C)C(=O)N[C@H](C)c1ccccc1 | 10
c1ccc(-n2ncc3c(NCc4cccs4)ncnc32)cc1 | -90
Cc1cc(NC(=O)C(C)SCC(=O)OCC(=O)Nc2c(C)cccc2C(C)C)no1 (stereo not drawn) | 3
COc1ccc2[nH]c(C)c(C(=O)CN3CCc4cc(OC)c(OC)cc4C3)c2c1 | 0
Cc1cc(-c2ccc(S(=O)(=O)N3CCc4ccccc4C3)s2)on1 | 8
O=C(NCCc1ccccc1)[C@H]1[C@H](CO)[C@H]2Cn3c(cccc3=O)[C@@H]1N2C(=O)C1CC1 | -8[25 µM]
CC=Cc1ccc2n(c1=O)C[C@@H]1[C@@H](CO)[C@H](C(=O)NC3CCC3)[C@H]2N1C(=O)c1ccccn1 (mixture of isomers) | 2[25 µM]
CCCCNC(=O)CC1NCCNC1=O (stereo not drawn) | 14
Cc1ccc(S(=O)(=O)N(C)CC(=O)Nc2cccnc2)cc1 | 8
CCOc1nc2ccccc2nc1NS(=O)(=O)c1ccccc1 | -2
O=C(NCCCc1ccccc1)c1cc(COc2c(F)cccc2F)on1 | -63
COc1cccc2cc(C(N)=O)oc12 | 6
CN(Cc1cccc(Cl)c1Cl)C(=O)CCNC(=O)c1ccco1 | 9
CC(=O)Nc1ccccc1OCc1cnc(Cl)s1 | 6
O=C(NCCc1ccccc1)c1ccc(-c2cccnc2)c2ccoc12 | -39
CCOc1ccc(C(=O)CCC(=O)Nc2ncccc2O)cc1 | -10
CO[C@@H](CN(C)C(=O)Nc1ccc(Cl)cc1)[C@@H](C)CN(Cc1ccccc1Cl)[C@@H](C)CO | 7[25 µM]
CCc1ccc(CNCCSc2nnnn2C)cc1 | -6
COCCCNC(=O)CCCn1c(=O)[nH]c2ccccc2c1=O | 16
